Compound activity from PubChem.
DSG3 Ab inh: inhibitors of pemphigus antibody binding to human desmoglein-3 | P32926 | DSG3-coupled beads, scFv-anti-DSG3-GFP binding, flow cytometry; stronger effect = lower value | binding (percent of control), % at 10 µM | 310,000 tested, 0.48% active | AID 588358;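 active = binding more than 3 SD below its plate's average and above zero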;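 note: hits lower antibody fragment binding to DSG3; some compounds called inactive have numbers as strong as hits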
Mot1-301 SUMO: blocks SUMOylation pathway, rescuing yeast Mot1-301 growth. S. cerevisiae Mot1-301 growth rescue, ATP luminescence, 38.5C; percent above DMSO median, 100 means doubled. AID 2716. 320,000 tested, 1% active. growth rescue, % at 18.8 µM;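 active = every valid replicate shows activation above 250% relative to neutral control wells; inactive = the rest, any valid replicate at or below 250%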;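 note: OY570 slx delta 5 strain wells were the positive control but not used for scaling; some compounds called inactive have numbers as strong as hits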
phage Ecoli inh: E. coli growth loss with phage present; 360,000 tested, 0.26% active; inhibition, % at 11.9 µM; growth absorbance; in the data active = inhibition above about 11%
PfHsp90 yeast 2: inhibits growth of yeast expressing Plasmodium falciparum Hsp90; inhibition, % at 9.4 µM; S. cerevisiae expressing PfHsp90, BacTiter-Glo ATP, 48 h; yeast lacking PDR1 and PDR3 efflux regulators; 310,000 tested, 0.32% active; AID 504621;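 active = every replicate shows inhibition above about 80%, whatever the replicate mean, limit read from the data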;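 note: 0% = DMSO neutral controls and 100% = 20 µM radicicol positive controls; yeast relying on Plasmodium falciparum Hsp90 in place of its own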
AddAB inh: less growth of phage-infected E. coli with AddAB; E. coli expressing H. pylori AddAB, absorbance growth; inhibition, % at 11.9 µM; 330,000 tested, 0.29% active; AID 435030; in the data active = inhibition above about 12%;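 note: 0% = vehicle wells of infected cells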
HTR5A inv ag: HTR5A inverse agonism, opioid heterodimer counter-screen; P47898; HTR5A cell line, luminescence; inhibition, % at 9.3 µM; 340,000 tested, 0.083% active; AID 504634; in the data active = inhibition mostly above about 23%, no sharp cut-off; inactive = mostly below about 18%;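 note: 0% = cells with DMSO and 100% = no-cell wells with DMSO; some compounds called inactive have numbers as strong as hits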
Target sequence (P47898 whole entry, looked up): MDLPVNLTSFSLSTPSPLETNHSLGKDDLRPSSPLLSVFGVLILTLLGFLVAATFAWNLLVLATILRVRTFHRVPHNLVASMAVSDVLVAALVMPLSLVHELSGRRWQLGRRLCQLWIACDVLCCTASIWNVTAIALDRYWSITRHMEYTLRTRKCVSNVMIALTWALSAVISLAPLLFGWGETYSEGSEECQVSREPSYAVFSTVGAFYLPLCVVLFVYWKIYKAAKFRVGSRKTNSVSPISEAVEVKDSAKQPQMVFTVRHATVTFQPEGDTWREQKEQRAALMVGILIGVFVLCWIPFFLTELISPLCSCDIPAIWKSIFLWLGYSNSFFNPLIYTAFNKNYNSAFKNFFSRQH
PKA-R1A act: activates the PKA-R1A holoenzyme complex | PKA-R1A dissociation, Cy5-IP20 fluorescence polarization; scaled: DMSO 0%, 113 µM cGMP 100% | activation, % at 11.4 µM | 340,000 tested, 0.083% active | AID 504707;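 active = percent activation above the mean of all tested compounds plus 3 SD, cut at about 19% in these data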;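 note: higher means more PKAc released from R1A so a rise in polarization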
HTR5A ag: HTR5A agonism, opioid heterodimer counter-screen | 340,000 tested, 0.61% active | AID 504692 | P47898 | HTR5A agonist assay, luminescence, cell-based | activation, % at 9.3 µM; in the data active = activation mostly above about 9.5%, no sharp cut-off; inactive = mostly below about 7.6%;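 note: 0% = cells with vehicle only and 100% = reference agonist; strong numbers were not always called active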
E coli growth: bacterial growth inhibition, counter-screen for AddAB inhibitors. E. coli V3065 growth, OD600 absorbance, 18 h. inhibition, % at 11.9 µM. 330,000 tested, 0.27% active. AID 449728;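 active = inhibition above the campaign's mean inhibition across all tested compounds plus 3 SD, cut at about 9.9% in these data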;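 note: uninfected addAB+ strain grown without phage in ampicillin broth; 0% = DMSO wells and 100% = ciprofloxacin 0.95 µg/ml wells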
MOR-DOR inv ag: inverse agonist of human OPRM1-OPRD1 heterodimerization | cell-based MOR-DOR heterodimer luminescence, inverse agonism | inhibition, % at 9.3 µM | 340,000 tested, 0.21% active; in the data active = inhibition above about 22%, passing the limit was not always enough;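 note: 0% = cells with DMSO and 100% = wells without cells with DMSO; values of inactives mirror those of a sister screen read the other way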
MOR-DOR ag: OPRM1-OPRD1 heterodimerization agonism. P35372+P41143. cells, luminescence. activation, % at 9.3 µM. 340,000 tested, 0.3% active; in the data active = activation above about 18%;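 note: 0% = vehicle-treated cells and 100% = reference agonist; values of inactives mirror those of a sister screen read the other way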
The depositor's hits bear a star; . = no result given.

SMILES	DSG3 Ab inh	Mot1-301 SUMO	phage Ecoli inh	PfHsp90 yeast 2	AddAB inh	HTR5A inv ag	PKA-R1A act	HTR5A ag	E coli growth	MOR-DOR inv ag	MOR-DOR ag
O=c1[nH]n(-c2ccccc2Cl)c(=O)c2ccccc12	92	15	-1.1	-27	-1.0	-16	-7	4	-2.8	7	-1.5
CC1=CC(=Nc2c(C)n(C)n(-c3ccccc3)c2=O)C=C(C)C1=O	109	-30	2.2	-3	1.7	11	-7	-3	-0.9	13	-2.3
CC(/C=N/N1CCN(c2ccccc2)CC1)=C\c1ccccc1	98	-12	.	-13	0.9	4	-10	-1	-1.9	11	-2.1
CC(NC(=O)CSc1nnc(-c2cccnc2)n1N)c1ccccc1 (configuration not stated)	110	1	2.9	.	2.1	-28	-9	3	-0.5	11	-2.2
CC(/C=N/NC(=O)c1nnn(-c2nonc2N)c1C(C)C)=C\c1ccco1	98	-13	0.0	-5	-0.9	13	-14	-3	2.2	-16	3.0
Cc1ccc(CNC(=O)c2ccc(CN3CCOCC3)cc2)cc1	100	2	0.0	.	0.8	-9	6	3	-0.6	5	-0.9
CCC1CCC(NC2CCCCNC2=O)CC1 (configuration not stated)	98	-3	2.8	16	-1.2	4	5	-1	-0.1	1	-0.1
Cc1nn(CCCC(=O)Nc2cc(Oc3ccccc3)cc([N+](=O)[O-])c2)c(C)c1[N+](=O)[O-]	116	-6	1.2	12	-0.3	-12	4	1	-1.1	-22	4.1
FC(F)(F)c1cc(CCN2CCNC[C@H]2Cc2cccc3ccccc23)cc(C(F)(F)F)c1	115	-86	6.7	6	3.2	-5	5	0	-0.6	-34	6.4
CC(=O)c1ccc(OCCNS(=O)(=O)c2ccc(-n3cnnn3)c(C)c2)cc1	100	-4	-1.6	22	1.7	-36	-12	2	2.2	5	-1.0
Cc1cc(C)c(OCC(=O)Nc2ccccn2)c([N+](=O)[O-])c1	101	78	1.0	-3	4.7	-14	-8	4	0.9	4	-0.8
CCOC(=O)c1c(NC(N)=O)nc2n1CCC2	82	25	3.4	.	-1.9	-29	-12	1	-2.9	14	-2.3
COc1cccc(CC(=O)OCC(=O)NC(=O)c2ccc(OC(F)F)cc2)c1	94	5	1.0	14	0.0	11	6	-1	0.1	5	-0.7
Cc1ccc(NC(=O)N(C)c2ccccc2)cc1	123	0	-0.9	11	.	14	-17	-4	.	10	-2.2
Cc1cccc(NC(=O)c2ccc(NCC3CCCO3)c([N+](=O)[O-])c2)n1 (configuration not stated)	111	-10	3.0	17	0.6	3	-6	-1	-1.2	9	-1.8
Nc1ccc2nc(-c3ccc(N)c(Cl)c3)[nH]c2c1	94	-3	0.5	19	1.7	-11	6	-1	-2.5	-28	4.9
COc1ccc(S(=O)(=O)N(CC(=O)NN=C2CCN(C)CC2)c2ccc(C)cc2)cc1OC	.	0	2.5	25	-0.3	3	-4	0	-1.4	9	-1.7
CN(C)S(=O)(=O)c1ccc(Cl)c(NC(=O)CN2C(=O)NC3(CCCC3)C2=O)c1	107	-2	1.8	1	3.6	2	-3	-1	1.2	4	-0.8
COc1ccc(CCN2CC34C=CC(O3)C(C(=O)NCc3ccccc3)C4C2=O)cc1OC (configuration not stated)	105	-10	3.2	-8	1.3	-1	7	-1	1.3	20	-3.5
Cc1ccc2nc(NC(=O)CSc3nc(=O)n(CCN(C)C)c4c3CCCC4)sc2c1	102	34	6.1	11	1.2	-6	7	2	-3.0	5	-1.0
Cc1ccc(N2NC(C)(c3cccs3)NC2=S)cc1 (configuration not stated)	90	166	3.5	-1	-0.5	-7	-9	-1	-1.4	-20	3.2
CCN(CC(=O)Nc1ccccc1C(F)(F)F)C(=O)CN1C(=O)NC2(CCCC2)C1=O	98	6	3.3	6	1.5	-3	-5	-1	3.9	4	-0.8
COc1cc(/C=N/Nc2ccc3ccccc3c2)ccc1OC(=O)c1ccco1	97	210	-2.7	-5	0.2	2	-8	-1	-1.8	-25	4.9
CC[C@H]1c2[nH]c3ccccc3c2C[C@@H]2C(=O)N(c3ccc(F)cc3)C(=O)N21	98	8	0.1	19	2.2	-3	-3	0	-2.3	-20	3.9
CCCn1c(SCC(=O)NCCc2ccc(Cl)cc2Cl)n[nH]c1=O	100	44	-0.1	-8	1.7	-14	6	-2	-0.9	-4	0.7
Cc1ccc(O)c(C(=O)/C=C/c2ccc3c(c2)OCCCO3)c1	99	7	1.2	-7	0.1	-27	1	7	-0.8	-14	2.6
CCCCCc1c(O)c2ccccc2[nH]c1=O	105	16	1.7	.	3.9	6	1	-1	2.0	21	-3.6
C[C@@H]1NC(=O)c2cc([N+](=O)[O-])cc(I)c2NCCCC[C@@H](C(N)=O)NC(=O)[C@H](CC(N)=O)NC1=O	104	4	.	.	-0.8	-22	5	3	-1.0	7	-1.2
O=C(Nc1nc(-c2ccccn2)cs1)c1cc2ccccc2o1	99	6	1.4	105*	-5.0	-6	-20	2	-8.0	15	-2.7
Cc1ccc(NC(=O)c2nc[nH]c2C(=O)NCCCCNC(=O)c2[nH]cnc2C(=O)Nc2ccc(C)cc2)cc1	103	3	2.1	5	0.7	-4	-2	2	-1.8	2	-0.5
Cc1ccc(CNC(=O)C2CC(=O)N(c3ccc(OCC(=O)N4CCCC4)cc3)C2)cc1 (configuration not stated)	99	99	0.3	-12	4.4	12	7	-3	1.2	13	-2.2
Cc1nc2c(-c3ccc(F)cc3)c(C)nn2c(C)c1CCC(=O)Nc1ccccc1	89	127	-1.8	7	0.5	-5	2	2	-0.2	-13	2.7
Clc1ccc(N/N=C/c2cccs2)nn1	.	-4	1.9	-9	3.0	12	-7	-5	0.6	-6	1.4
Cc1ccc(S(=O)(=O)NCC(=O)OCC(=O)NC(=O)c2cccn2C)cc1	98	-12	2.3	-4	3.4	-31	-4	2	-2.6	9	-1.6
Cc1ccc(OCC(=O)Nc2cccc(-c3nnc(-c4ccccc4)o3)c2)cc1	106	-7	0.9	-2	3.2	3	-3	1	2.4	-12	2.3
Cc1noc(C)c1COC(=O)C1COc2ccccc2O1 (configuration not stated)	.	10	-1.1	-1	2.3	7	-1	-2	0.0	22	-3.7
Cc1[nH]c(=S)c(C#N)c(-c2ccco2)c1C(=O)N(C)C	101	-4	3.1	-3	4.2	15	5	-6	2.7	23	-5.1
CCOC(=O)/C(C#N)=C\c1c(C)cc(C)c(COC(C)=O)c1C	104	216	2.8	7	-0.9	-19	-10	2	0.0	11	-2.0
O=c1oc(/C=C/c2ccccc2)nc2sc3c(c12)CCC3	100	-3	0.5	-9	0.0	-7	10	-1	-1.3	2	-0.4
Cc1nc([N+](=O)[O-])c(Br)n1Cc1ccccc1	.	13	-2.8	-40	6.2	8	-2	-2	-1.2	5	-1.0

Nine entries from above, in CSV form:
SMILES,DSG3 Ab inh,Mot1-301 SUMO,phage Ecoli inh,PfHsp90 yeast 2,AddAB inh,HTR5A inv ag,PKA-R1A act,HTR5A ag,E coli growth,MOR-DOR inv ag,MOR-DOR ag
Cc1nc2c(-c3ccc(F)cc3)c(C)nn2c(C)c1CCC(=O)Nc1ccccc1,89,127,-1.8,7,0.5,-5,2,2,-0.2,-13,2.7
Clc1ccc(N/N=C/c2cccs2)nn1,.,-4,1.9,-9,3.0,12,-7,-5,0.6,-6,1.4
Cc1ccc(S(=O)(=O)NCC(=O)OCC(=O)NC(=O)c2cccn2C)cc1,98,-12,2.3,-4,3.4,-31,-4,2,-2.6,9,-1.6
Cc1ccc(OCC(=O)Nc2cccc(-c3nnc(-c4ccccc4)o3)c2)cc1,106,-7,0.9,-2,3.2,3,-3,1,2.4,-12,2.3
Cc1noc(C)c1COC(=O)C1COc2ccccc2O1 (configuration not stated),.,10,-1.1,-1,2.3,7,-1,-2,0.0,22,-3.7
Cc1[nH]c(=S)c(C#N)c(-c2ccco2)c1C(=O)N(C)C,101,-4,3.1,-3,4.2,15,5,-6,2.7,23,-5.1
CCOC(=O)/C(C#N)=C\c1c(C)cc(C)c(COC(C)=O)c1C,104,216,2.8,7,-0.9,-19,-10,2,0.0,11,-2.0
O=c1oc(/C=C/c2ccccc2)nc2sc3c(c12)CCC3,100,-3,0.5,-9,0.0,-7,10,-1,-1.3,2,-0.4
Cc1nc([N+](=O)[O-])c(Br)n1Cc1ccccc1,.,13,-2.8,-40,6.2,8,-2,-2,-1.2,5,-1.0

Continuation.
SMILES	DSG3 Ab inh	Mot1-301 SUMO	phage Ecoli inh	PfHsp90 yeast 2	AddAB inh	HTR5A inv ag	PKA-R1A act	HTR5A ag	E coli growth	MOR-DOR inv ag	MOR-DOR ag
Cn1c(CCN2CCOCC2)nc2cc(NC(=O)c3cccs3)ccc21	93	8	2.1	10	1.5	8	-9	-1	-2.3	16	-3.2
CC(C(=O)NCC1CCCCC1)N1CCc2ccccc2C1 (configuration not stated)	102	1	3.6	-3	1.6	3	-3	-1	1.3	9	-1.8
CC(C)c1nnc(NC(=O)c2cccs2)s1	98	1	2.4	20	-0.3	1	-8	0	1.3	11	-1.9
CC1(c2nnc(-c3ccc(Cl)cc3)o2)CC(c2cccnc2)=NO1 (configuration not stated)	101	1	1.5	.	4.7	5	-2	3	0.9	10	-1.8
Cn1cnnc1SCC(=O)Nc1ccc(S(=O)(=O)N2CCCC2)cc1	97	-21	3.8	10	0.4	-3	8	2	-1.0	1	-0.2
O=C(NC1=NCCS1)c1ccccc1Br	104	209	1.3	.	2.1	.	.	.	-2.4	.	.
Cc1cc(Cl)ccc1OCC(=O)OCC(=O)N(CC(C)C)c1c(N)n(Cc2ccccc2)c(=O)[nH]c1=O	99	392	0.7	1	0.4	2	-4	-1	0.0	4	-0.7
N/C(Cc1ccc(Cl)cc1Cl)=N\OC(=O)c1cccs1	.	0	2.8	83*	1.9	-26	1	11	1.7	-57	9.1
S=C(NCCc1ccccc1)NC1CCC(NC(=S)NCCc2ccccc2)CC1 (configuration not stated)	71*	4	1.4	-11	1.5	7	-3	-3	1.6	3	-0.5
COc1ccccc1NC(=O)Cc1nnc(SCC(=O)NC2CCCCC2)n1C	.	4	1.9	0	-1.5	8	2	-4	-0.5	14	-2.3
COc1cc(CNCc2ccccn2)ccc1OCc1ccc(Cl)cc1Cl	115	.	1.1	8	-3.2	-14	0	8	-1.9	-39	6.8
CN1c2ccccc2Oc2nnc(Cl)cc21	82	-16	0.0	7	2.5	6	0	-3	0.5	12	-1.9
COc1ccccc1Nc1cc(C)nc2c(C)ccc([N+](=O)[O-])c12	126	55	3.2	4	1.1	-6	-12	3	-1.1	-5	0.8
COc1ccc([N+](=O)[O-])cc1NC(=O)CSCc1ccccc1C	96	8	4.2	1	-0.2	-4	4	1	0.3	-6	1.1
